Screens from PubChem.
PAFAH2 FP inh: PAFAH2 (human) inhibition. Q99487. recombinant PAFAH2, FP-rhodamine activity probe, fluorescence polarization. inhibition, % at 3.39 µM. 340,000 tested, 0.99% active. AID 492956;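 active = inhibition above the mean over all tested compounds plus 3 SD, cut at about 30% in these data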;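 note: inhibitors block probe labeling of enzyme so polarization drops; 0% = enzyme with DMSO and 100% = wells lacking PAFAH2 protein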
LYPLA1 inh: blocks human lysophospholipase 1, a PME1 counter-screen; recombinant LYPLA1, FP-Rh probe fluorescence polarization; inhibition, % at 5.9 µM; 320,000 tested, 0.16% active;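 active = inhibition above the mean of all tested compounds plus 3 SD, set per campaign, cut at about 14% in these data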;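 note: inhibitors block serine hydrolase probe labeling of LYPLA1 so polarization falls; 0% = enzyme with DMSO and 100% = wells lacking LYPLA1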
Target sequence (O75608 whole entry, looked up): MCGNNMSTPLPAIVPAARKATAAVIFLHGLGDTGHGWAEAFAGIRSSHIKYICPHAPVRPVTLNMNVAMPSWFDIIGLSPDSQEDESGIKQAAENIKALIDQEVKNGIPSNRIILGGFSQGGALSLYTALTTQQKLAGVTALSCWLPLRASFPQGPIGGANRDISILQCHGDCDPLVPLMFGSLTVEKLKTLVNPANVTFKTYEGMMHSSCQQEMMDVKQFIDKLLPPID
pPAFAH FP inh: inhibitors of human plasma PAF acetylhydrolase (pPAFAH); recombinant pPAFAH, FP-rhodamine probe fluorescence polarization; inhibition, % at 3.39 µM; 330,000 tested, 1.5% active; AID 463082;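 active = inhibition above the mean inhibition across the screen plus 3 SD, cut at about 25% in these data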;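 note: inhibitors block binding of the rhodamine activity-based probe so polarization drops; 0% = enzyme with DMSO and 100% = wells lacking pPAFAH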
Target sequence (Q13093 whole entry, looked up): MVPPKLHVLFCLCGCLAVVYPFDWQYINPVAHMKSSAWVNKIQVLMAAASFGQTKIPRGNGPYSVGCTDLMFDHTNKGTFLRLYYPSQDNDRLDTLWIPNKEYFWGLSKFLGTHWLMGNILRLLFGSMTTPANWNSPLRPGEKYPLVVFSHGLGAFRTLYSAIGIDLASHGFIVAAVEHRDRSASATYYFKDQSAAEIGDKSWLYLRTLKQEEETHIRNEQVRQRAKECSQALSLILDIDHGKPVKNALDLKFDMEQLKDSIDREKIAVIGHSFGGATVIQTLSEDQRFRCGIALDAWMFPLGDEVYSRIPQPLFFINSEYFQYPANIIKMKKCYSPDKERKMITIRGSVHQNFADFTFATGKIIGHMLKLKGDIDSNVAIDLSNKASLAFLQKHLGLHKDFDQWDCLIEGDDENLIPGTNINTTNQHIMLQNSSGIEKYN
EBNA-1 inh: blocks EBNA-1 binding to DNA; AID 1950; 300,000 tested, 0.34% active; inhibition, % at 14.8 µM; EBNA-1 DNA binding, fluorescence polarization; in the data active = inhibition above about 28%
LYPLA2 counter: LYPLA2 (human) inhibition in PME1 counter-screen. recombinant LYPLA2, FP-Rh probe fluorescence polarization. inhibition, % at 5.9 µM. O95372. 320,000 tested, 0.38% active;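 active = inhibition above the screen-wide mean plus 3 SD, limit set per campaign, cut at about 26% in these data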;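 note: 0% = LYPLA2 with DMSO and 100% = wells lacking LYPLA2 enzyme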
Target sequence (O95372 whole entry, looked up): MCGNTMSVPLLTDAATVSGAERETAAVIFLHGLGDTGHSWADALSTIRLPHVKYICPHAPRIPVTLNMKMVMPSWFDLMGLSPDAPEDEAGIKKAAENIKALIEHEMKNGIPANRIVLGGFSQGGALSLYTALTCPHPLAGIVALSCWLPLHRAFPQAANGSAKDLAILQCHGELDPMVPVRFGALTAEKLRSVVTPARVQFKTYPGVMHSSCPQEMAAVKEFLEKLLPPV
PREPL inhibitor: human PREPL enzyme inhibition | Q4J6C6 | recombinant PREPL, fluorescence polarization activity-based probe | inhibition, % at 5.96 µM | 320,000 tested, 0.68% active | AID 2751; in the data active = inhibition above about 43%;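 note: 0% = enzyme with DMSO and 100% = wells lacking enzyme; many of its hits are not listed in these tables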
ZTA counter: blocks Epstein-Barr virus ZTA, an EBNA-1 counter-screen; 320,000 tested, 0.15% active; P03206; inhibition, % at 11 µM; ZTA-DNA binding, fluorescence polarization; in the data active = inhibition above about 33%
PAFAH1B3 inh: inhibitors of human PAFAH1B3; recombinant PAFAH1B3, FP-rhodamine probe, fluorescence polarization; inhibition, % at 3.39 µM; AID 492972; Q15102; 340,000 tested, 0.28% active;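 active = inhibition above the screen-wide average of all tested compounds plus 3 SD, cut at about 25% in these data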;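 note: 0% = enzyme with DMSO only and 100% = wells lacking PAFAH1B3 protein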
PAFAH1B2 FP inh: inhibitors of human PAFAH1B2; P68402; recombinant PAFAH1B2, FP-rhodamine activity probe, fluorescence polarization; inhibition, % at 3.39 µM; 340,000 tested, 1.2% active; AID 492953;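 active = inhibition above the mean of all tested compounds plus 3 SD, cut at about 24% in these data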;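 note: 0% = enzyme with DMSO and 100% = wells lacking PAFAH1B2; many of its hits are not listed in these tables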
* = called active by the depositor; nt = no result given. Only part of the results is shown (hit frequency here may not be typical).

The line under a structure holds: PAFAH2 FP inh	LYPLA1 inh	pPAFAH FP inh	EBNA-1 inh	LYPLA2 counter	PREPL inhibitor	ZTA counter	PAFAH1B3 inh	PAFAH1B2 FP inh
- Cc1cc(C(=O)CSc2nc3ccccc3c(=O)[nH]2)c(C)n1CC1CCCO1 (configuration not stated)
  1.9	-1.8	0.7	0.2	9.2	-0.6	-0.3	5.6	-0.9
- O=C(C[C@H]1C[C@H](C(=O)N2CCOCC2)[C@@]2(CCC3CCCC3)c3[nH]c4cc(-c5ccco5)ccc4c3CCN2C1=O)NCCC1=CCCCC1
  0.4	nt	8.6	nt	nt	nt	nt	6.8	-1.7
- CCOc1ccc(-c2csc(NC(=O)c3ccc(S(=O)(=O)N4CCc5ccccc5C4)cc3)n2)cc1
  -28.6	-5.1	0.2	5.0	-14.1	-1.7	-0.4	-44.1	-23.9
- CC1CN(c2nc3c(c(=O)n(C)c(=O)n3C)n2Cc2c(Cl)cccc2Cl)CC(C)O1 (configuration not stated)
  -1.6	-1.5	1.2	-1.5	-3.7	3.8	3.5	-0.5	0.2
- Cc1ccc(OCC(=O)NCCCNC(=O)c2ccccn2)cc1
  5.6	-4.2	-4.5	-15.4	-6.3	-16.7	-0.9	2.8	0.0
- Cc1csc(NC(=O)CSc2ncn(-c3ccccc3)n2)n1
  -2.8	-4.7	0.2	-4.2	0.0	3.9	-19.6	4.8	2.8
- CC(C)C(C(=O)NCc1ccco1)N(C(=O)CNS(=O)(=O)c1ccc(Cl)cc1)C1CCCC1 (configuration not stated)
  12.9	-3.9	7.1	3.0	2.5	-7.2	-7.2	2.1	18.7
- O=C(c1ccc(O)cc1)c1ccc(O)cc1O
  -1.9	2.4	4.7	-7.1	0.8	-11.7	-4.7	9.5	6.3
- CSc1nnc(Cc2cc(=O)[nH]c(=O)[nH]2)n1-c1cc(C)ccc1C
  -4.2	0.2	-2.4	-0.9	-0.4	-3.2	7.3	4.4	0.9
- CN(CC(=O)NC1CCN(Cc2ccccc2)CC1)S(=O)(=O)c1ccc2c(c1)c(=O)n(C)c(=O)n2C
  0.0	-1.0	7.2	-2.4	-2.7	6.0	5.0	4.0	0.1
- Cc1nn(C)c(C)c1/C=N/N=C1\CCC2C3CCc4cc(O)ccc4C3CCC12C (configuration not stated)
  3.3	-6.7	-1.4	19.2	-8.9	5.3	12.8	3.3	-2.1
- Cc1cc(C)c(C(=O)CC(=O)c2ccccc2Cl)c(O)c1
  -5.6	3.0	5.4	-0.8	6.6	-4.8	-2.5	0.0	6.7
- COc1ccc(C(C)=O)cc1CSc1ncccn1
  -4.0	3.1	0.8	4.6	0.4	-0.1	3.2	6.4	5.7
- Cc1noc(C)c1NC(=O)N(C)C[C@H]1Oc2c(NS(=O)(=O)c3cccs3)cccc2C(=O)N([C@H](C)CO)C[C@@H]1C
  -1.8	nt	-4.1	nt	nt	9.5	nt	-4.4	-0.7
- COc1ccc2c(c1)cc(C(=O)N[C@H](C(=O)N1CCC(C(=O)O)CC1)C(C)C)n2C
  0.9	0.8	-3.5	6.2	0.0	15.0	-3.3	10.8	4.6
- CC1CCC(NC(=O)CCS(=O)(=O)c2ccc3c(c2)NC(=O)CS3)CC1 (configuration not stated)
  3.7	-2.5	3.0	-9.2	-5.0	-5.5	4.0	-1.1	-1.3
- O=C(O)Cn1c(SCCOc2ccccc2)nc2ccccc21
  -8.8	-5.3	3.0	-8.8	-2.7	-5.5	-4.9	-3.8	3.7
- O=C(COC(=O)Cc1ccsc1)NCc1ccc(Cl)cc1
  4.0	0.1	17.4	7.0	4.1	15.3	0.3	7.0	8.1
- O=C(Cn1nc(C(F)F)cc1C1CC1)NCCC1=CCCCC1
  -0.8	-3.2	5.4	3.0	-4.5	1.7	-10.7	-1.6	3.4
- CC(=O)c1cc(C#N)c(NCc2cc(-c3ccccc3)no2)nc1C
  2.6	-2.6	0.2	-7.7	-0.9	0.5	5.4	9.3	-5.3
- O=C(COC(=O)c1cc(=O)[nH]c2ccccc12)NCc1cccc(Cl)c1
  4.2	-5.0	-1.5	nt	-2.9	-15.4	-4.8	6.1	0.7
- Cc1ccc(C)c(N2CCN(C(=O)CCc3nc(-c4ccccc4Br)no3)CC2)c1
  -0.4	nt	3.3	nt	nt	nt	nt	4.5	-0.3
- Cc1nc(SCc2nc3c(O)cccc3[nH]2)c2oc3ccccc3c2n1
  9.2	nt	1.0	nt	nt	12.9	nt	8.5	7.8
- CCC(=O)N1c2ccc(S(=O)(=O)NCCc3ccccc3)cc2CC1C (configuration not stated)
  -1.2	0.4	18.9	-12.5	2.1	-32.8	-8.6	2.5	2.4
- O=C(Nc1ccccn1)c1sc2cccc(F)c2c1Cl
  -0.2	-1.3	0.1	-2.5	-0.8	-7.4	-10.4	0.4	2.2
- CSc1nc(-c2ccccc2)cc(C)c1C#N
  0.7	-2.9	0.4	-3.4	0.9	-1.1	10.9	0.3	3.0
- CCc1ccc[n+](-c2nc([O-])sc2C=O)c1
  3.2	3.9	5.9	0.0	0.2	0.2	14.5	7.4	3.7
- COc1ccc(NC(=O)NC2CCN(C(C)C)CC2)c(OC)c1
  -3.0	0.9	4.6	-1.1	6.1	9.4	3.6	-5.1	-0.3
- CCn1c(=O)cc(N2CCCCC2)[nH]c1=O
  6.2	2.2	2.5	8.4	-5.8	8.4	2.9	2.9	4.0
- N#Cc1nc(-c2ccc(Cl)cc2)oc1NCCc1ccccn1
  5.2	1.9	7.2	6.5	-3.7	3.4	6.3	13.1	5.2
- Cc1nc(SCC(=O)c2ccc(F)cc2)c([N+](=O)[O-])[nH]1
  3.8	-0.6	-1.1	-5.7	-1.8	19.1	15.0	5.4	-1.2
- Cc1cccc(NC(=O)CCNS(=O)(=O)c2cccc3nsnc23)c1
  9.2	-2.8	4.0	2.0	4.3	-1.8	7.3	12.5	4.7
- Cc1cc2nc(C)c(Cc3ccccc3)c(=O)n2[nH]1
  -3.9	-0.3	3.6	2.3	-0.3	-11.2	0.5	4.9	2.6
- Cc1ccc(SCC(=O)NC(=O)NCCC(C)C)c(C)c1
  -0.4	-0.9	3.1	6.1	8.5	1.9	-0.7	5.1	10.4
- CC(C)C(=O)N1CCN(c2c(Cl)cccc2[N+](=O)[O-])CC1
  6.7	3.0	-1.5	-3.7	5.6	4.4	-11.8	7.7	3.4
- N#CCOC(=O)c1cc(S(=O)(=O)N2CCCCC2)ccc1N1CCOCC1
  4.0	1.2	3.1	nt	10.7	5.0	-3.8	7.0	12.8
- Cc1ccnc(NC(=O)COC(=O)C23CC4CC(CC(C4)C2)C3)n1
  25.8	1.8	4.6	6.9	3.2	-0.1	-1.8	-2.9	19.9
- Cc1ccccc1OCCn1c(CCNC(=O)C(C)C)nc2ccccc21
  -3.5	-3.3	8.0	4.6	-0.1	-2.3	5.4	-6.0	4.4
- C=CCNC(=O)c1onc(CSc2cc(C)ccc2C)c1C(=O)O
  15.3	1.0	1.3	-3.7	-0.6	1.2	-2.7	-0.5	2.3
- Cc1[nH]c2ccccc2c1C(=O)C(C)Sc1nnc(C2CC2)o1 (configuration not stated)
  4.7	0.7	-1.8	nt	1.8	-1.9	-1.5	-0.8	3.1
- c1ccc(N2CCN(c3cnc4ccccc4n3)CC2)cc1
  -4.8	-4.6	4.0	6.0	5.2	37.0	-3.1	9.1	4.5
- CC1(c2nnc(Cc3ccccc3)o2)CC(c2c(Cl)cccc2Cl)=NO1 (configuration not stated)
  -1.9	-0.8	-1.0	6.0	3.2	-29.9	-11.0	-5.0	4.8
- CCOc1ccccc1NC(=O)CCNC(=O)Cn1ccc2ccccc2c1=O
  -0.9	3.1	-2.9	-3.2	6.4	-2.3	-7.5	2.6	2.1
- CSc1nsc(NC(=O)Cc2ccccc2)n1
  -0.6	-0.4	3.4	5.4	2.7	-3.8	-7.5	1.9	2.1
- O=C(COc1nncc2ccccc12)Nc1ccc(Br)cc1F
  4.2	0.3	-3.6	9.2	2.7	-5.0	-2.4	3.8	0.4
- Cc1ccc(C(=O)OCC(=O)Nc2nc(-c3ccccc3)cs2)cc1NC(=O)c1ccco1
  -22.2	-30.8	-15.0	4.9	-58.9	-29.8	12.8	-11.3	-3.1
- CC(C)CCN1CCNC(=O)C1CC(=O)N(C)CCCN1CCOCC1 (configuration not stated)
  -0.4	2.4	-3.2	-5.9	3.3	3.9	-5.7	-5.1	0.1
- COc1ccc(Br)cc1CN(C)C(=O)C1CC(=O)N(C2CCCC2)C1 (configuration not stated)
  -3.8	nt	3.2	nt	nt	7.2	nt	13.5	5.5
- COc1cc(-c2nc(-c3ccccc3)c(-c3cc([N+](=O)[O-])ccc3C)[nH]2)cc(OC)c1OC
  -7.5	-11.0	10.9	-6.1	-10.4	10.8	-3.8	15.1	1.7
- O=[N+]([O-])c1ccc(Sc2cccc3cccnc23)c([N+](=O)[O-])c1
  3.2	-0.2	-1.4	-13.6	4.3	18.6	-8.0	7.8	-0.5
- Cc1scc(C(=O)NNC(=S)NCC(C)C)c1C
  -1.8	-1.0	0.4	-0.1	8.6	-3.9	2.5	9.8	-0.8
- CC12CN3CC(C)(CN(C1)C3c1ccc(Cl)cc1)C2 (configuration not stated)
  -0.3	0.2	4.5	-1.5	-4.2	-5.0	4.5	13.2	0.8
- CC1CC(C)CN(S(=O)(=O)c2ccc(NC(=O)CCNC(=O)c3ccc([N+](=O)[O-])cc3)cc2)C1 (configuration not stated)
  -2.6	-0.9	-0.8	nt	6.8	6.8	-4.1	0.3	3.5
- COc1ccc(C2CC(=O)c3cnc(Nc4cc(C)cc(C)c4)nc3C2)cc1 (configuration not stated)
  1.9	-4.3	5.1	-17.7	-0.7	-3.6	-4.4	11.9	6.9
- CCn1cnc2cc(NC(=O)c3ccc(C)cc3)ccc21
  -0.9	4.9	1.4	-1.9	-1.8	4.0	14.2	-0.4	0.5
- CCC(NC(=O)c1ccccc1NC(=O)c1ccco1)C(=O)NNC(=O)c1ccc(OC)cc1 (configuration not stated)
  0.6	0.7	2.9	5.1	8.7	6.0	-2.6	1.8	-5.0
- COc1ccc(-n2nc(C(=O)NCC(=O)Nc3cccc(Cl)c3)c3ccccc3c2=O)cc1
  -50.0	-0.7	-9.6	-6.2	2.0	-5.4	16.3	-29.4	-15.2
- O=C(COC(=O)c1cc(-c2ccccc2Cl)nc2ccccc12)Nc1ncc(C(F)(F)F)cc1Cl
  -7.8	0.5	1.7	9.7	6.4	4.0	2.3	0.6	0.7
- Cc1ccc(S(=O)(=O)N2CCCCC2)cc1NS(=O)(=O)c1cccc(C(=O)O)c1
  -8.2	-0.8	-4.2	-7.1	1.5	-8.7	10.0	12.9	6.0
- CN(c1cccc(NC(=O)c2ccccc2N(Cc2ccccc2)S(C)(=O)=O)c1)S(C)(=O)=O
  3.4	3.0	0.0	2.3	-1.1	0.2	-3.5	8.6	1.9

Some of the entries above in another layout:
structure	PAFAH2 FP inh	LYPLA1 inh	pPAFAH FP inh	EBNA-1 inh	LYPLA2 counter	PREPL inhibitor	ZTA counter	PAFAH1B3 inh	PAFAH1B2 FP inh
CSc1nsc(NC(=O)Cc2ccccc2)n1	-0.6	-0.4	3.4	5.4	2.7	-3.8	-7.5	1.9	2.1
CC12CN3CC(C)(CN(C1)C3c1ccc(Cl)cc1)C2 (configuration not stated)	-0.3	0.2	4.5	-1.5	-4.2	-5.0	4.5	13.2	0.8
O=[N+]([O-])c1ccc(Sc2cccc3cccnc23)c([N+](=O)[O-])c1	3.2	-0.2	-1.4	-13.6	4.3	18.6	-8.0	7.8	-0.5
